Assay outcomes as filed in PubChem.
L3MBTL1 inh: qHTS Assay for the Inhibitors of L3MBTL1. Lethal(3)malignant brain tumor-like protein 1 (Homo sapiens), Q9Y468. AlphaScreen L3MBTL1–H3K9me1 peptide binding. Potency, µM (top dose mostly 57.1 µM), inactives show at the top dose activity, negative = inhibition, hits mostly inhibitors. hit rate 0.66% among 230,000. AID 485360, 2010; also: % is scaled to controls: 0 for no effect and ±100 for the full control effect; nearly all actives have a fitted effect of over 60% in size
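First, the protein-peptide complex forms for 30 min at room temperature (L3MBTL1 50 nM, biotinylated H3K9me1 peptide 75 nM). Next, compounds are pin-transferred and incubated 30 min. Finally, AlphaScreen beads are added and read after 30 min.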
ALDH1A1 inh: qHTS Assay for Inhibitors of Aldehyde Dehydrogenase 1 (ALDH1A1). Potency, µM (series often up to 75.3 µM), inactives show at the top dose activity, negative = inhibition, hits mostly inhibitors. Purified ALDH1A1, NADH fluorescence, propionaldehyde substrate. hit rate 7.3% among 220,000. AID 1030, 2008; active = well fitted inhibition curve with a large enough effect, not every such curve was filed as active; inconclusive = small, poorly fitted or top-dose-only effect, or another doubt; inactive = no such curve, though single readings can be large or run the other way;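 also: plate controls were no enzyme wells and a reference inhibitor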
SMN2 splice up: qHTS Assay for Enhancers of SMN2 Splice Variant Expression. Potency, µM (top dose mostly 46.1 µM), inactives show at the highest dose activity change, positive = activation, usual class: activators. HEK293 SMN2-luciferase splicing reporter, luminescence, 30-36 h. hit rate 2.8% among 210,000. AID 1458, 2008; also: % of control where 0% means no effect; nearly all actives have a fitted effect of over 55% in size
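qHTS luciferase splicing reporter: luminescence rises when SMN2 exon 7 is included in transfected HEK293 cells. Compound exposure lasted 30-36 h at 37C, with 4.5 mM final sodium butyrate as control, followed by a ONE-Glo read.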
Lamin A splicing: qHTS Assay for Modulators of Lamin A Splicing | Potency, µM (titrated, usually from 46.1 µM), without a hit: top-dose ratio change, negative = inhibition, hits mostly inhibitors | hit rate 0.01% among 200,000 | HeLa LMNA splicing GFP/RFP minigene ratio, 48 h; active = well fitted inhibition curve with a large enough effect in the signal ratio, with a control signal flat, not every such curve was filed as active; inconclusive = small, poorly fitted or top-dose-only effect, or effect the other way, or a change in a side signal; the % refers to the signal ratio; also: % is scaled to controls: 0 for no effect and ±100 for the full control effect
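Read-out is the ratio of GFP to DsRed2 object intensity, acquired by 488 nm laser-scanning cytometry on HeLa lamin A-EGFP minigene reporter cells. Compound incubation 48 hrs at 37 °C in Opti-MEM with 2% FBS; DMSO 0.5% final.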
KinaseGlo FLuc: Counterscreen for Luciferase (Kinase-Glo TM) Inhibition; Luciferin 4-monooxygenase (Photuris pensylvanica), Q27757; Kinase-Glo luciferase, ATP luminescence, 8 min; Potency, µM (titrated, usually from 38.3 µM), without a hit: at the highest dose activity change, negative = inhibition, actives largely listed as inhibitors; hit rate 0.28% among 200,000; AID 1379, 2008; also: % is scaled to controls: 0 for no effect and ±100 for the full control effect; nearly all actives have a fitted effect of over 60% in size
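Substrate mix (final 50 mM imidazole pH 7.2, 50 mM KCl, 7 mM MgCl2, 10 uM ATP, 0.01% Tween 20, 0.05% BSA) plus pin-tool compound, then Kinase-Glo detection mix; 8 min ambient, luminescence read.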
RECQ1 inh: qHTS Assay for Inhibitors of RecQ-Like Dna Helicase 1 (RECQ1). ATP-dependent DNA helicase Q1 (Homo sapiens), P46063. RECQ1 DNA unwinding, red fluorescence kinetic read. Potency, µM (top dose mostly 57.3 µM), without a hit: top-dose activity, negative = inhibition, most hits filed as inhibitors. hit rate 0.54% among 240,000;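 also: plate controls were vehicle for no effect and no enzyme for full effect; nearly all actives have a fitted effect of over 30% in size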
Target sequence (P46063 whole entry, looked up): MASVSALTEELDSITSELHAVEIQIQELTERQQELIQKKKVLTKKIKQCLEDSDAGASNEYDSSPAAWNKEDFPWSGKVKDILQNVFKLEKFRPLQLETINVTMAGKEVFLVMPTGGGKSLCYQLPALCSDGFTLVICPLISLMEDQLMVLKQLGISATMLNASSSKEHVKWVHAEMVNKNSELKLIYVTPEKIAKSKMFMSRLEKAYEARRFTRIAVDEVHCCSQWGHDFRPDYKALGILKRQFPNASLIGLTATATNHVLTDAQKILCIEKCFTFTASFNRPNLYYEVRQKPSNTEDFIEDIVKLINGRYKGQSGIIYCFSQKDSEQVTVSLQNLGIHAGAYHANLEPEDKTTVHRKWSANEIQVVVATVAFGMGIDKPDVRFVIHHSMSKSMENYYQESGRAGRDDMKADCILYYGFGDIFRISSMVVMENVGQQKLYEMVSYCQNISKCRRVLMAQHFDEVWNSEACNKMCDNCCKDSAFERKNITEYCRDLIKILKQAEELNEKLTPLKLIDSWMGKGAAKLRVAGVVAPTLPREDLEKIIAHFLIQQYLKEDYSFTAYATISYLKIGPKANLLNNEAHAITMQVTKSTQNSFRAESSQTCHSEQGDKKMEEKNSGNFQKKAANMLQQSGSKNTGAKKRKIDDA
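RECQ1T1 50 nM; forked duplex (20 bp + 30-nt ss tails) 200 nM, ATP 2 mM final; pH 8.0, 2 mM MgCl2, 2.5 ug/ml poly(dI-dC); 15 min compound preincubation; discontinuous kinetic read over 2 h at RT.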
Tau ThT inhib: qHTS for Inhibitors of Tau Fibril Formation, Thioflavin T Binding; Microtubule-associated protein tau (Homo sapiens), P10636; recombinant tau K18 P301L (four-repeat tau fragment), heparin-induced fibrillization, ThT fluorescence; hit rate 2.1% among 270,000; Potency, µM (series often up to 57.4 µM), for the others: at the top dose activity, negative = inhibition, usual class: inhibitors; also: % is scaled to controls: 0 for no effect and ±100 for the full control effect; nearly all actives have a fitted effect of over 55% in size
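Heparin-induced fibrillization of the P301L-mutant K18 repeat-domain fragment of human tau was followed by ThT binding in quantitative high-throughput format.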
JMJD2E inh: qHTS Assay for Inhibitors of Human Jumonji Domain Containing 2E (JMJD2E); Potency, µM (highest dose often 57.1 µM), for inactives: top-dose activity change, negative = inhibition, actives largely listed as inhibitors; JMJD2E catalytic domain, FDH-coupled NADH fluorescence (FDH is formaldehyde dehydrogenase); hit rate 1.6% among 230,000; active = well fitted inhibition curve with a large enough effect, not every such curve was filed as active; inconclusive = small, poorly fitted or top-dose-only effect, or another doubt; inactive = no such curve, though single readings can be large or run the other way;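 also: 0% = wells with enzyme and -100% = buffer wells without enzyme; nearly all actives have a fitted effect of over 50% in size; many of its hits are not listed in these tables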
Target sequence (B2RXH2 1-337 limits assumed): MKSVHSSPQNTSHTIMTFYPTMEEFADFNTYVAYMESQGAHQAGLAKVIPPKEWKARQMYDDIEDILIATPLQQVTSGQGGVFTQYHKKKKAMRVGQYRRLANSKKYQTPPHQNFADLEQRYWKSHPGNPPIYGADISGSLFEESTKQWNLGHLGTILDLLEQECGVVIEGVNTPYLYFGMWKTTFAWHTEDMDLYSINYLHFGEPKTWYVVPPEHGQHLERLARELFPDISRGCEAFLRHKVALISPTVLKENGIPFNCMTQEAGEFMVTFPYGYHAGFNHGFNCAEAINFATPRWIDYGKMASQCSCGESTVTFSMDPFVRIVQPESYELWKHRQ
An asterisk follows results filed as active; i = inactive; ? = inconclusive; . = not tested or not shown; [ ] = another dose, or the depositor's remark. Unless noted, calls follow the shape of the dose curve; as a rule, active = well fitted curve in the direction sought with a large enough effect; inconclusive = small, poorly fitted or top-dose-only effect, or another doubt; inactive = no such curve, though single readings can be large; an effect the other way counts as inactive or inconclusive. Potency is read from the fitted curve at half-maximal effect. This is a subset (hit frequency here may not be typical).

smiles,L3MBTL1 inh,RECQ1 inh,ALDH1A1 inh,KinaseGlo FLuc,Tau ThT inhib,SMN2 splice up,JMJD2E inh,Lamin A splicing
COc1ccc(C(=O)NC(=O)COC(=O)c2ccc3ncsc3c2)cc1,?,-9.7%,?,-0.5%,-5.4%,5.2%,?,-14.4%
COc1cc(/C=N/NC(=S)NCCN2CCOCC2)ccc1O,3.0%,-3.5%,3.0%,-1.2%,-2.7%,-3.7%,?,-5.5%
Cc1nc(N2CCN(C)CC2)c2c(C)c(C(=O)Nc3ccc(F)cc3)sc2n1,.,-1.4%,-6.7%,-0.1%,-2.6%,-25.6%,4.0%,3.5%
Cc1ccccc1CSCC(=O)N/N=C/c1cccs1,-0.5%,-5.3%,3.2%,-4.5%,-10.2%,-11.8%,2.0%,-1.7%
O=C(CCN1CCCCC1)c1ccccc1,.,-8.8%,1.12µM*,1.7%,-4.9%,5.7%,0.1%,-3.2%
COC(=O)c1ccccc1NC(=O)CN(c1ccc(OC)cc1)S(C)(=O)=O,27.1%,-4.6%,-0.6%,-0.6%,-6.8%,-7.7%,-6.1%,-9.5%
Cc1cccc(C(=O)O/N=C(\N)c2cccc([N+](=O)[O-])c2)c1,-3.5%,14.2%,-10.2%,-5.3%,?,15.9%,-2.8%,-0.3%
O=C(O)/C=C/c1ccc(S(=O)(=O)NCc2ccco2)cc1,-24.3%,-4.9%,9.6%,0.9%,-4.8%,7.3%,-2.4%,22.4%[46 µM]
Cc1ccc(C)c(N2CCN(S(=O)(=O)c3ccc4c(c3)oc(=O)n4C)CC2)c1,-1.8%,i,9.9%,-5.6%,-8.3%,-14.6%,-10.3%,?
Clc1ccc(-c2cc(C3CCNCC3)[nH]n2)cc1,25.8%,4.1%,-0.2%,-1.0%,-1.2%,-17.8%,-2.9%,-12.0%[46 µM]
CC(=O)c1ccc(S(=O)(=O)N2CCN(C(=O)/C=C/c3ccc4ccccc4n3)CC2)cc1,-5.3%,25.1µM*,.,.,-17.1%,.,-0.2%,.
C/C=C/c1ccc(OCCOc2cc(C=O)ccc2OC)c(OC)c1,9.1%,-15.5%,-11.1%,0.2%,?,15.8µM*,-0.9%,?
O=C(c1cc(-c2ccncc2)nc2ccc(Br)cc12)N1CCN(Cc2ccc3c(c2)OCO3)CC1,2.2%,i,-7.1%,0.6%,2.4%,-5.7%,0.3%,?
c1ccc(N2CCN(Cc3nnnn3C3CCCCC3)CC2)cc1,-2.4%,-0.7%,28.2µM*,-2.0%,0.6%,-33.3%[inhibitor],3.3%,1.1%
Cc1nc2nc(SCC(=O)C(C)(C)C)[nH]c2cc1Br,9.5%,i,?,0.3%,1.0%,-4.6%,12.0%,-3.0%

Carrying on:
smiles,L3MBTL1 inh,RECQ1 inh,ALDH1A1 inh,KinaseGlo FLuc,Tau ThT inhib,SMN2 splice up,JMJD2E inh,Lamin A splicing
COc1ccc(S(=O)(=O)Nc2cc(C(=O)NC3CCCCCC3)ccc2N2CCOCC2)cc1,-1.0%,-0.3%,3.55µM*,-1.3%,-18.5%,-15.4%,-13.6%,?
Cc1ccccc1C1NC(=S)NC2=C1C(=O)CC(C)(C)C2 (stereo not given),3.2%,-10.4%,?,-3.5%,-2.4%,4.5%,-5.7%,-0.6%[9.22 µM]
Cc1ccc(NC(=O)NNC(=O)Cn2nc(-c3ccccc3)c(-c3ccccc3)c(C#N)c2=O)cc1,-16.4%,-3.0%,2.0%,-2.3%,-11.0%,6.2%,6.6%,-1.6%
CC(C)CNC(=O)c1cccc(NC(=O)C(C)C)c1,.,-1.6%,7.8%,-1.0%,-0.4%,-4.5%,11.3%,.
CCc1cc(C(=O)NNC(=S)NCc2ccccc2)cs1,7.5%,-3.5%,-5.9%,-4.0%,-4.9%,-15.2%,6.4%,?
COc1ccc(NC(=O)CSc2nc3ccsc3c(=O)n2CCCCCC(=O)O)cc1,.,-1.2%,-7.2%,2.7%,-6.9%,-13.6%,-1.2%,?
CSc1nc2ccc(NC(=O)c3c(-c4ccccc4)noc3C)cc2s1,-0.2%,0.0%,.,.,-9.2%,.,11.5%,.
O=C(COC(=O)[C@H](Cc1ccccc1)NS(=O)(=O)c1ccccc1F)NC1CCCCC1,.,i,?,-0.7%,-5.0%,0.6%,1.2%,3.4%
Clc1ccc(-c2nn3c(C4COc5ccccc5O4)nnc3s2)cc1 (stereo not given),-1.4%,-4.3%,7.94µM*,6.2%,?,6.2%,4.4%,12.9%
COc1ccc2c(c1OC)C(=O)OC2CC(=O)c1ccc(N(C)C)cc1 (stereo not given),-3.3%,-5.4%,-10.0%,-4.4%,-14.3%,-0.1%,-0.9%,1.2%
Clc1cc(CSc2ccccc2)nc(-c2ccccc2)n1,73.8%[activator],-3.3%,6.4%,4.5%,-18.4%,24.5%,6.2%,-0.5%
CCN1C(=O)C(CC(=O)Nc2ccc(OC)cc2)N(Cc2ccco2)C1=S (stereo not given),15.8%,-11.7%,?,1.0%,4.7%,-0.5%,-5.3%,-2.1%
Cc1nnc(SCC(=O)Nc2ccc(Br)cn2)[nH]c1=O,3.4%,i,9.4%,-4.1%,-8.2%,4.6%,-15.6%,-0.5%
COc1ccc(C2c3sc(=O)[nH]c3SCC2C(N)=O)cc1 (stereo not given),2.2%,-4.3%,.,.,3.5%,.,-8.1%,.
Cc1ccc(C(=O)NNC(=S)Nc2cccc3ccccc23)s1,-5.3%,-8.4%,1.3%,.,12.6µM*,.,14.5%,0.0%

Next part
smiles,L3MBTL1 inh,RECQ1 inh,ALDH1A1 inh,KinaseGlo FLuc,Tau ThT inhib,SMN2 splice up,JMJD2E inh,Lamin A splicing
Cc1ccc(N2C(=O)C3C4C=CC(CNC(=S)N5CCN(c6ccccn6)CC5)(O4)C3C2=O)cc1 (stereo not given),.,-6.5%,?,9.2%,?,-25.7%,?,?
Cc1nonc1-c1csc(N)n1,?,i,4.0%,-3.1%,-1.2%,2.5%,-2.1%,-8.7%[46 µM]
CCC(=O)Nc1cccc(NC(=S)NC(=O)c2ccccc2C)c1,?,-17.5%,-15.9%,-0.1%,-4.0%,18.3%,-4.5%,.
O=c1c2ccccc2cnn1Cc1n[nH]c(=S)n1-c1ccc(Cl)cc1Cl,8.7%,-14.8%,5.5%,-0.2%,12.9%,4.5%,1.6%,-16.5%
COc1nc(OC)nc(N(C)CCO)n1,.,-4.7%,8.9%,-3.6%,-1.3%,11.5%,6.0%,-2.6%
COc1ccc(C(=O)Cn2c(=O)c(CCC(=O)O)nn3c4ccccc4nc23)cc1OC,6.4%,-14.1%,?,-2.8%,-5.3%,1.4%,?,-7.8%
CC1CCCCN1C(=O)Cn1cc(C#N)c2ccccc21 (stereo not given),13.2%,i,-10.9%,2.4%,2.9%,-21.7%,15.1%,-0.3%
CCC(C)(C(=O)NC1CCCCC1)N(CC1CCCO1)C(=O)CNC(=O)c1ccccc1 (stereo not given),.,-7.8%,-5.8%,0.1%,-4.6%,6.9%,0.4%,-2.7%
c1ccc(-n2cc(CN3CCCC(CN4CCCC4)C3)c(-c3ccc4c(c3)OCO4)n2)cc1 (stereo not given),-14.5%,i,-9.2%,-2.3%,-19.2%,.,?,?
COC(=O)Cn1c(C(=O)N2CCCC2)cc2c1C[C@H]1CN(C(=O)c3ccccc3)[C@@](Cc3ccccc3)(C(=O)OC)[C@@H]21,.,i,-7.5%,-1.1%,-6.8%,-9.0%,2.3%,.
O=C(Nc1cnn(Cc2ccc(Cl)cc2Cl)c1)c1noc2c1CCCC2,-8.8%,4.5%,14.1µM*,-0.3%,?,-62.1%[inhibitor],?,?
CSc1ccccc1C(=O)Nc1cccc(N(C)S(C)(=O)=O)c1,.,-4.0%,?,-0.5%,-0.4%,.,4.9%,-5.1%
Cn1c(-c2ccc(F)cc2)cnc1NCc1cc2c(cc1[N+](=O)[O-])OCO2,-7.4%,4.3%,3.1%,2.3%,-0.2%,1.5%,-8.0%,-6.9%
CCN(CC)CCn1c(=S)[nH]c2cc(C(=O)N3CC=C(c4ccccc4)CC3)ccc2c1=O,-2.1%,i,?,-0.8%,-3.7%,-0.8%,?,-14.3%[46 µM]
COc1cccc(NC(=S)NCCC(c2ccccc2)c2ccccc2)c1,-8.6%,-13.1%,22.6%,2.5%,3.6%,9.5%,1.2%,?

(continued)
smiles,L3MBTL1 inh,RECQ1 inh,ALDH1A1 inh,KinaseGlo FLuc,Tau ThT inhib,SMN2 splice up,JMJD2E inh,Lamin A splicing
COc1ccc(CC(=O)Nc2cc(C)on2)cc1OC,.,-10.9%,1.6%,16.9%,-5.8%,23.3%,5.6%,-10.5%
O=C(/C=C/c1ccco1)NC(=S)Nc1ccc(N2CCOCC2)c(Cl)c1,0.6%,-6.6%,-6.2%,2.3%,?,?,7.3%,-5.2%
CCOC(=O)c1c(C)nc2ccccc2c1-c1ccccc1,0.7%,0.1%,-1.8%,0.7%,-0.6%,-31.8%[inhibitor],1.3%,?
Cc1cc(OCC(=O)Nc2ccncc2)ccc1[N+](=O)[O-],3.7%,i,10µM*,-4.9%,-13.4%,8.4%,-9.4%,?
CCNc1nc(N)nc(-c2cc(Cl)ccc2O)n1,15.4%,i,-11.4%,-0.9%,-3.9%,11.2µM*,?,?
